Compound activity (PubChem)
TNF death inh – TNF-alpha cell death inhibition in Jurkat FADD-/- cells; Jurkat FADD-/- TNF necroptosis rescue, ATP luminescence, 24 h; 0 = TNF only, 100 = no-TNF cells; activation (protection from cell death), % at 10 µM; 220,000 tested, 0.068% active; AID 463075;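 active = activation, meaning protection from cell death, of at least 50% relative to plate controls; inactive = activation below 50%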;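 note: necroptosis triggered by 40 ng/mL TNF-alpha added together with compound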
PPC-1+TRAIL kill – compounds killing PPC-1 cancer cells with TRAIL present (potentiator screen, no TRAIL-free arm). cell killing (% activity), % at 4 µM. PPC-1 cells + TRAIL, ATPLite viability luminescence. AID 1443. 220,000 tested, 0.41% active;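 active = cell killing above 50% in the first pass at 4 µM, then a duplicate retest at 5 µM averaging 50% or more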;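 note: plate controls were cells with TRAIL plus DMSO for no effect and medium-only wells lacking cells for full effect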
Wee1 stabilizer – inhibitors of human Wee1 degradation. AID 1321. 220,000 tested, 1.2% active. HeLa Luc-Wee1K328M stability, luciferase luminescence; 100% = proteasome inhibitor MG132 effect. reporter increase, % at 5 µM;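 active = activation above the mean of all tested compounds plus 3 SD, set per screening run, cut at about 8.8% in these data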;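 note: cells exposed to compound for 20 h before luminescence read; 0% = DMSO alone and 100% = MG132 at 30 µM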
TRPML3 agonist – agonists of human TRPML3 channel. Q8TDD5. activation, % at 3 µM. HEK293 TRPML3-YFP, Fluo-8 calcium fluorescence; 100% = the carbachol control signal. 220,000 tested, 0.29% active;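 active = activation above its plate's cutoff, the mean activation of the plate's test wells plus 3 SD, cut at about 12% in these data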;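 note: 0% = DMSO only wells and 100% = carbachol wells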
Target sequence (Q8TDD5 whole entry, looked up): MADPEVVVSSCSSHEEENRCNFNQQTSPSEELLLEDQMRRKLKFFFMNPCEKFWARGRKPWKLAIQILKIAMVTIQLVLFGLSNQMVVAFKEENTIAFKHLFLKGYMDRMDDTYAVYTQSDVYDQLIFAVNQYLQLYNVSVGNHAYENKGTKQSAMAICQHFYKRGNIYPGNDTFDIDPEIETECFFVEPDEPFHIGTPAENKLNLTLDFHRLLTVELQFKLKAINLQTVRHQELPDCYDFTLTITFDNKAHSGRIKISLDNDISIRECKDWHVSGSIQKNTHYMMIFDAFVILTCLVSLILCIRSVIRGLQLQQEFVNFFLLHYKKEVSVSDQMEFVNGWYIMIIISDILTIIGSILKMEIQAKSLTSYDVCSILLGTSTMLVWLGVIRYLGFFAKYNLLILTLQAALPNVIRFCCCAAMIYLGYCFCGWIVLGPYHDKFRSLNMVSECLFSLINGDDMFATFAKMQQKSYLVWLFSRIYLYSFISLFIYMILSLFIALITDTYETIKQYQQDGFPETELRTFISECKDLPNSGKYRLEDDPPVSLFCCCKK
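Test system: HEK293 cells stably carrying human TRPML3-YFP; Doses: single dose, 3 µM final nominal compound, 0.3% DMSO final; Schedule: dye loading 1 h 37 °C then 30 min ambient, 125 s read; Technique: Fluo-8 calcium fluorescence; Benchmarks: high control carbachol 87 µM, low control DMSO.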
CHOP inhibitor – CHOP inhibition in unfolded protein response; CHO-K1 CHOP-promoter luciferase, tunicamycin-induced, 15-18 h; AID 2732; inhibition, % at 10 µM; 220,000 tested, 3.8% active;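 active = compounds that reduced the stress-induced luciferase reporter signal by more than about 70% of percent inhibition, limit read from the data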;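 note: 0% = tunicamycin plus vehicle and 100% = wells without tunicamycin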
zfTRPN1 agonist – zebrafish TRPN1 (NompC) channel agonism | AID 1424 | HEK293 zebrafish TRPN1-YFP, Fluo-8 calcium fluorescence; 100% = response to 87 µM carbachol | 220,000 tested, 0.18% active | activation, % at 3 µM;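 active = activation above its plate's cutoff, the mean activation of test wells on that plate plus 3 SD, cut at about 19% in these data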;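 note: 0% = DMSO alone and 100% = 87 µM carbachol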
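Material: zebrafish TRPN1-YFP in HEK293 cells; Doses: single test compound dose, 3 µM nominal, 0.3% DMSO; Timing: dye loading 1 h at 37 °C, then 30 min room temperature; Technique: intracellular calcium fluorescence with Fluo-8; Benchmarks: high carbachol 87 µM, low DMSO alone.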
BaF3 tox – parental Ba/F3 viability inhibition as JAK2V617F counter-screen; CellTiter-Glo ATP luminescence; inhibition, % at 5.6 µM; 220,000 tested, 1.1% active; AID 1486;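 active = inhibition above a per-campaign cutoff, the mean inhibition of all tested compounds plus 3 SD, cut at about 27% in these data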;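 note: 0% = DMSO wells and 100% = JAK Inhibitor I control wells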
Ba/F3 V617F tox – reduce viability of Ba/F3 cells dependent on JAK2V617F. inhibition, % at 5.6 µM. AID 1446. 220,000 tested, 1.1% active. Ba/F3 EpoR-JAK2V617F viability, ATP luminescence;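 active = inhibition above the campaign mean plus 3 SD over all tested compounds, cut at about 24% in these data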;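 note: cytokine-independent growth of Ba/F3 cells driven by EpoR plus mutant JAK2; 0% = DMSO-treated cells and 100% = JAK inhibitor I control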
RBBP9 inhibitor – inhibitors of human serine hydrolase RBBP9; recombinant RBBP9, FP-Rh probe fluorescence polarization; O75884; inhibition, % at 7.94 µM; 220,000 tested, 0.2% active;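 active = inhibition above the campaign mean of all tested compounds plus 3 SD, cut at about 14% in these data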;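 note: plate controls were DMSO wells with RBBP9 for no effect and wells lacking RBBP9 protein for full effect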
Target sequence (O75884 whole entry, looked up): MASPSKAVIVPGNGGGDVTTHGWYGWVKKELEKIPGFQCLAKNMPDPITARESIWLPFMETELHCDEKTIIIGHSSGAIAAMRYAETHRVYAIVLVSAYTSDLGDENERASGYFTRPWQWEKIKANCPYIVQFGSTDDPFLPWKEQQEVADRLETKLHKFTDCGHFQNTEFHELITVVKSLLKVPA
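Measured by: FP readout at 525/598 nm; material: recombinant human RBBP9; also added: Serine-hydrolase probe FP-Rh, 375 nM pre-mixing; medium: Tris buffer pH 8.0, NaCl, Pluronic; replication: one well per compound; doses: one concentration, 7.94 µM nominal, 0.794% DMSO; timing: preincubation 30 min plus labeling 45 min at 25 °C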
Starred values were filed as active, the others as inactive. These rows are one share of the data. The share of hits here may be higher or lower than overall.

SMILES	TNF death inh	PPC-1+TRAIL kill	Wee1 stabilizer	TRPML3 agonist	CHOP inhibitor	zfTRPN1 agonist	BaF3 tox	Ba/F3 V617F tox	RBBP9 inhibitor
O=c1[nH]c(=O)n(Cc2ccc(F)cc2)c(O)c1/C=N/Nc1ccccc1	-2.2	10	3	1.8	20	3.8	2	0	-10
Cc1ccc2c(c1)C1CN(C)CCC1N2C(=S)Nc1cccnc1 (stereo not drawn)	-8.4	-1	7	-0.5	4	0.5	1	-1	3
O=c1[nH]c(O)c(N=Nc2ccc([N+](=O)[O-])cc2)c(=O)[nH]1	-1.2	12	-1	-0.2	-20	0.0	3	-3	5
Nc1c(C(=O)OCc2ccccc2)c2nc3ccccc3nc2n1Cc1cccs1	6.0	25	6	0.2	31	-1.1	1	-4	-20
c1ccc2c(c1)Sc1ccccc1N2CC1CN2CCC1CC2 (stereo not drawn)	-6.0	-8	-1	2.5	12	5.6	2	2	2
CC(=NCc1ccco1)c1c(O)n(-c2ccc(C)cc2)c(=O)[nH]c1=O	2.8	2	2	0.6	23	1.5	-1	-2	-8
CCOC(=O)c1c(-c2ccc(OC)cc2)oc2ccc(OC(=O)N(C)C)cc12	0.9	-5	4	-0.2	9	-0.7	1	-2	-6
Cc1cccc(OP(=O)(Oc2ccccc2)OC(c2ccccc2)C(F)(F)F)c1 (stereo not drawn)	0.2	19	0	0.3	76*	0.3	3	-2	-7
CCC(CC)NCc1c[nH]c2ccccc12	-0.4	5	-4	0.4	12	0.5	-6	6	-3
Cc1ccc(CN2C(=O)NC(=O)C3(Cc4c(nc5ccccn5c4=O)N4CCCCCC43)C2=O)cc1 (stereo not drawn)	-7.5	0	-3	0.8	86*	0.6	3	-4	2
O=c1c2ccccc2nc(-c2ccco2)n1-c1ccccn1	-3.7	8	4	0.0	42	0.6	1	2	-2
CCOC(=O)C1(CCc2ccccc2)CCN(Cc2ccc3c(c2)OCCO3)CC1	-0.6	11	1	1.2	10	-0.7	16	3	4
Nc1nonc1OCCCCOc1nonc1N	0.7	-3	2	0.9	9	-0.2	2	0	-1
Cc1nc2c(-c3ccc(F)cc3)c(C)nn2c(C)c1CCC(=O)N1CCC2(CC1)OCCO2	3.2	25	1	0.2	2	0.0	0	-2	-2
CCOC(=O)c1c(C)n(Cc2ccc(F)cc2)c2ccc(O)cc12	-7.5	9	4	0.4	16	-0.4	2	-3	-3
CCN(CC)S(=O)(=O)c1cccc(N=Nc2c(O)n(CC)c(=S)n(CC)c2=O)c1	-5.0	5	1	-0.9	15	-1.4	5	6	4
c1ccc(Cn2ccnc2)cc1	0.7	-2	2	1.0	8	1.1	5	-1	1
O=P(Nc1cccc(Cl)c1)(Oc1ccccc1)Oc1ccccc1	-2.5	7	0	0.1	-13	0.0	-2	4	-8
Cc1ccc(-c2ccc(=O)n(CC(=O)N3CCC4(CC3)OCCO4)n2)cc1	-0.2	16	-1	0.1	8	-2.5	1	-2	-7
CCOC(=O)CC1=C(C(=O)OCC)C2(C(=O)N1CC(=O)OC)C(C#N)=C(N)Oc1ccccc12 (stereo not drawn)	-1.1	10	-1	-0.2	19	0.9	6	0	-9
CCCOC(=O)Nc1ccc([As](=O)(O)O)cc1NC(=O)OCCC	-1.0	-1	1	0.2	4	-0.3	-1	1	-5
CC1=NN(c2ccccc2)C(=O)/C1=C/c1c(O)[nH]c(=O)[nH]c1=O	0.3	9	-1	0.6	17	0.1	1	0	3
CC(=NCc1ccc2c(c1)OCO2)c1c(O)[nH]c(=O)[nH]c1=O	-6.2	18	0	1.0	13	-1.1	1	2	-7
COc1ccc(-n2c(SC)nc3ccccc3c2=O)cc1	1.3	14	-2	-0.8	44	-1.0	4	-1	-8

Molecules shown so far that contain fluorine:
SMILES	TNF death inh	PPC-1+TRAIL kill	Wee1 stabilizer	TRPML3 agonist	CHOP inhibitor	zfTRPN1 agonist	BaF3 tox	Ba/F3 V617F tox	RBBP9 inhibitor
O=c1[nH]c(=O)n(Cc2ccc(F)cc2)c(O)c1/C=N/Nc1ccccc1	-2.2	10	3	1.8	20	3.8	2	0	-10
Cc1cccc(OP(=O)(Oc2ccccc2)OC(c2ccccc2)C(F)(F)F)c1 (stereo not drawn)	0.2	19	0	0.3	76*	0.3	3	-2	-7
Cc1nc2c(-c3ccc(F)cc3)c(C)nn2c(C)c1CCC(=O)N1CCC2(CC1)OCCO2	3.2	25	1	0.2	2	0.0	0	-2	-2
CCOC(=O)c1c(C)n(Cc2ccc(F)cc2)c2ccc(O)cc12	-7.5	9	4	0.4	16	-0.4	2	-3	-3

Other compounds
SMILES	TNF death inh	PPC-1+TRAIL kill	Wee1 stabilizer	TRPML3 agonist	CHOP inhibitor	zfTRPN1 agonist	BaF3 tox	Ba/F3 V617F tox	RBBP9 inhibitor
CC(C)Sc1nnc([C@@H](N)Cc2c[nH]c3ccccc23)o1	-3.5	11	1	1.1	1	1.1	0	-2	-11
COc1ccc(CNC(=O)C(NC(C)=O)C(C)C)cc1OC (stereo not drawn)	-0.4	17	0	0.4	3	2.5	1	3	-9
Cc1cc(N2C(=O)C3CCCN3C2c2ccccc2)no1 (stereo not drawn)	-0.2	5	0	-0.1	13	-0.1	-2	-5	-3
NC(=O)CSc1nnc([C@@H](N)Cc2c[nH]c3ccccc23)o1	-2.2	8	3	0.0	7	1.3	7	5	2
N=C1c2ccccc2CN1NC(=O)c1ccc(Cl)cc1	-0.6	14	-1	0.2	-8	0.7	1	-2	3
COc1cc2c(cc1C=O)OCO2	1.1	12	0	0.5	-4	1.3	-1	-5	-5
O=C(c1cc(S(=O)(=O)N2CCCCC2)ccc1F)N1CCC2(CC1)OCCO2	0.6	34	4	1.0	0	0.2	5	-1	-2
C=Cn1ccnc1P(=S)(c1cc(N(CC)CC)ns1)c1nccn1C=C	-1.3	4	-1	-0.4	-15	1.1	-2	-3	-5
COc1ccc(Cl)cc1C(=O)C1CCCN(Cc2cnc(C)s2)C1 (stereo not drawn)	1.5	10	-3	0.1	5	-0.5	2	-2	-1
COc1cccc(-n2c(O)c(C=NCc3ccc4c(c3)OCO4)c(=O)[nH]c2=O)c1	-1.5	8	-1	-0.1	-17	0.6	5	-1	3
O=c1[nH]c(=S)n(CCC2=CCCCC2)c(O)c1C=NC1CCN(Cc2ccccc2)CC1	-17	-18	-1	0.7	81*	0.1	-1	-3	0
Clc1ccccc1CN1CCN(c2cccc3[nH]ccc23)CC1	0.4	-2	-1	0.1	1	-1.3	3	0	-3
CCCCn1c(N)c(C(=O)NCCN2CCOCC2)c2nc3ccccc3nc21	-4.8	5	0	0.5	28	1.6	5	2	-4
COc1ccc(N=Nc2c(O)[nH]c(=S)[nH]c2=O)cc1	-3.4	11	9.8*	0.9	-9	0.1	10	2	-6
C(CCc1nn[nH]n1)CCc1nn[nH]n1	1.1	13	-3	1.0	4	2.7	6	0	-2
COc1ccc(NC(=S)NC(NC(=O)CF)C(Cl)(Cl)Cl)cc1[N+](=O)[O-] (stereo not drawn)	-4.3	12	0	0.3	-9	-0.3	0	-3	-4
Cc1nc2c(-c3ccccc3)c(C)nn2c(C)c1CCC(=O)N1CCC2(CC1)OCCO2	-0.3	29	1	0.1	30	0.2	1	1	-8
CCOP(=O)(OCC)C1(C(=O)O)CCCC1	4.4	19	-1	0.7	15	0.3	-1	-3	2
O=C1C2CCCN2C(c2cccnc2)N1c1ccc(Cl)cc1 (stereo not drawn)	-0.2	6	2	0.8	-18	1.0	1	1	-6
Cc1noc(C)c1C(=O)N1CCC2(CC1)OCCO2	-0.5	14	0	0.3	0	-0.7	0	0	7
COCCNC(=O)c1ccc(N2CC3CC(C2)c2cccc(=O)n2C3)c([N+](=O)[O-])c1 (stereo not drawn)	1.2	16	2	2.2	-7	5.1	6	0	-5
CN(C)P(=O)(CCl)Nc1ccccc1 (stereo not drawn)	1.3	-3	-1	0.9	11	1.2	1	-4	-4
O=C(Oc1c(Cl)cc(Cl)c2ccccc12)N1CCCCC1	-1.5	26	1	0.7	77*	-0.6	6	3	-15
Cc1ccc(N2C(=O)NC(=O)C3(Cc4ccccc4N4CCCC43)C2=O)cc1 (stereo not drawn)	-1.6	6	-1	-0.7	26	0.1	4	2	-7
CCCCOC(=O)C1=C(N)OC2=C(C(=O)CC(C)(C)C2)[C@]12C(=O)N(C)c1ccccc12	2.6	-5	1	1.2	3	1.4	6	-2	2
CC(C)N(CC#CCC1(O)c2ccccc2-c2ccccc21)C(C)C	2.1	14	-1	-0.1	-6	-0.5	5	0	0
COc1cccc(C(=O)C2CCCN(Cc3ccccn3)C2)c1 (stereo not drawn)	1.0	12	-1	1.0	15	-0.2	-1	-1	3
Cc1ccc2c(c1)=C/C(=C\c1c(O)[nH]c(=S)[nH]c1=O)C(=O)N=2	-0.5	-9	-1	0.7	-6	1.7	2	0	-6
O=C1/C(=C\c2ccncc2)N2CCC1CC2	8.0	1	-1	1.1	21	-0.8	4	-5	6
O=C(COC(=O)Cc1ccccc1)Nc1ccc(Cl)cn1	0.9	24	-4	-0.3	14	-1.1	4	-1	4
COc1ccccc1NC1(C#N)CCCCC1	-0.3	11	0	0.7	6	0.3	6	3	-3
COc1cc2c(cc1OC)C(C(=O)N1CCC3(CC1)OCCO3)C(c1ccccc1F)N(C)C2=O (stereo not drawn)	-3.9	-1	2	0.6	-1	3.5	-1	3	-14
O=c1[nH]c(=S)[nH]c(O)c1N=Nc1cc2c(cc1[N+](=O)[O-])OCO2	-5.3	10	0	0.6	-5	0.2	3	-3	-3
CCOC(=O)C1(CCc2ccccc2)CCN(Cc2csc(C(C)=O)c2)CC1	0.5	15	-3	2.0	8	11	8	1	14
CCC(=NCCc1c[nH]c2ccccc12)c1c(O)n(-c2ccc(C)cc2)c(=O)[nH]c1=O	1.5	11	0	0.4	22	0.8	5	3	2
COc1cc2c(cc1/C=C/[N+](=O)[O-])OCO2	-7.6	16	11*	4.5	93*	1.3	-5	10	-11
c1cc2c(cc1CCNC1C3CC4CC(C3)CC1C4)OCO2 (stereo not drawn)	0.1	18	-3	0.4	7	-0.4	1	-2	2
O=C1NC(=O)N(CCC2=CCCCC2)C(=O)/C1=C/c1ccc(O)cc1	2.0	18	-2	1.0	8	0.8	6	-1	-8
COc1cc2c3cc1Oc1cc(ccc1O)C[C@@H]1c4c(cc(OC)c(O)c4Oc4ccc(cc4)C[C@H]3N(C)CC2)CCN1C	-15	10	-1	1.2	21	1.1	5	-3	0
Nc1ccc(C2(c3ccc(N)cc3)c3ccccc3-c3ccccc32)cc1	0.1	1	-1	0.5	1	1.0	3	0	-6
O=C1c2ccccc2C2(c3ccc(Cl)cc3)NCCN12 (stereo not drawn)	-3.6	17	-1	0.4	-6	-0.4	3	-1	1
